# PLCg1 inh: inhibitors of human phospholipase C gamma1; hit rate 0.84% among 370,000; P19174; purified PLC-gamma1, fluorogenic substrate, fluorescence; AID 720700; inhibition, % at 12.2 µM; in the data active = inhibition above about 9.5%
# PLCb3 inh: PLC-beta3 (human) inhibition, primary screen; hit rate 0.18% among 370,000; Purified PLC-beta3, fluorogenic substrate, fluorescence; Q01970; inhibition, % at 12.2 µM; in the data active = inhibition above about 11%;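 note: 0% = median of compound wells on plate and 100% = full blocker control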
# Target sequence (Q01970 whole entry, looked up): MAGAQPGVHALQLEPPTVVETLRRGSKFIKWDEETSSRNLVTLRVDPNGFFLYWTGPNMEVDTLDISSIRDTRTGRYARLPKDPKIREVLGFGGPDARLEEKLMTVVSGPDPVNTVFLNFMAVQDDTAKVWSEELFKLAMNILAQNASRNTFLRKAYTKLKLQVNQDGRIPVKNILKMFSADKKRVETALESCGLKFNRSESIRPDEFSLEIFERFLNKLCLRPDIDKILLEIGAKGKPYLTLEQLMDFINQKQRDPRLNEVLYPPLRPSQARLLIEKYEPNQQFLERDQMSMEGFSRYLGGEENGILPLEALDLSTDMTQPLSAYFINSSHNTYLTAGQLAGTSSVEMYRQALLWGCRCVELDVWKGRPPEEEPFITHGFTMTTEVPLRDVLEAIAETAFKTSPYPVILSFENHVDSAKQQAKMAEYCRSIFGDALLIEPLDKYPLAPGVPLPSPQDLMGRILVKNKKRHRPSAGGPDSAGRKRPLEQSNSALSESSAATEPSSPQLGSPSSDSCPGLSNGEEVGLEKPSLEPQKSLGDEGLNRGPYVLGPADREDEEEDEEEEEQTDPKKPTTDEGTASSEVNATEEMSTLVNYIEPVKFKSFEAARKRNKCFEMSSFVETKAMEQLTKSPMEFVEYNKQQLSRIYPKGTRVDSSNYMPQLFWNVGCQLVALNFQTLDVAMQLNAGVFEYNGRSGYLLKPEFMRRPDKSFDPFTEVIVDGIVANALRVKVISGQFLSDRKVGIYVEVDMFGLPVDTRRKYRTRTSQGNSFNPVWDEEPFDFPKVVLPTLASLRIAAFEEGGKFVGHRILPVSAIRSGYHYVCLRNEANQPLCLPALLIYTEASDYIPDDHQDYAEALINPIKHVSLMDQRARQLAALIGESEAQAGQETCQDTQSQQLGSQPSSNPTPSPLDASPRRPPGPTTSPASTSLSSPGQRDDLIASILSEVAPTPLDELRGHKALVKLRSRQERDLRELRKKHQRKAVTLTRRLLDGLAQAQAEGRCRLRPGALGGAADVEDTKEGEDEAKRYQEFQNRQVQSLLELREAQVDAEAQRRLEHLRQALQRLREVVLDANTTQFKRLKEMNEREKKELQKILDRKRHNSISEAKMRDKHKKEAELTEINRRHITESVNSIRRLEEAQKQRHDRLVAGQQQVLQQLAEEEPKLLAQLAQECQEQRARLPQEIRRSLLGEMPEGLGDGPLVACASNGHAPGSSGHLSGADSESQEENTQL
# NR1D1 modulator: Rev-erb alpha (human) modulation; P20393; Rev-erbα–FITC-DNA binding, fluorescence polarization, 90 min; activity, % at 10 µM; hit rate 0.79% among 370,000;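 active = activity above about 14%, limit read from the data; passing the limit was not always enough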;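 note: 0% = DMSO wells with 35 nM protein and 100% = DMSO wells with 750 nM protein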
# ARFGAP1 inh: inhibits rat ARF GTPase activating protein 1; Arfgap1-stimulated ARF1 GTP hydrolysis, GDP FP detection; inhibition, % at 16.5 µM; hit rate 0.26% among 360,000; Q62848;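 active = inhibition above a per-plate limit, mean inhibition of low control wells plus 3 SD, cut at about 25% in these data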;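 note: 0% = DMSO wells with enzyme and 100% = wells lacking Arfgap1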
#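 Material: truncated rat Arfgap1 GAP domain; Incubation: compound-enzyme preincubation 20 min, reaction 120 min, detection 60 min, 25 °C; Read-out: percent inhibition of Arfgap1-stimulated GTP hydrolysis; Technique: FP, GDP Alexa 633 tracer displaced from anti-GDP antibody, 620/688 nm; Controls: No-Arfgap1 wells (100%) versus DMSO full-reaction wells (0%); Replication: single well per compound.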
# Tn7 DDE FP: inhibitors of Tn7 peptide binding to human fibrin DD(E) | P02675 | FP displacement of FITC-Tn7 peptide from fibrin DD(E); 0% = median of compound wells per plate | inhibition, % at 8.3 µM | hit rate 0.13% among 370,000 | AID 720508;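 active = inhibition above the mean of compounds falling within the control limits plus 3 SD of them, cut at about 14% in these data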;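 note: 0% = plate median of compound wells and 100% = 10 µM Aha-Tn7 peptide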
#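 Also added: labelled Tn7 tracer, 0.1 µM; Assay system: human fibrin DD(E) protein; Amount: 2 µM fibrin DD(E); Schedule: 10 min compound pre-incubation, 3 h probe incubation at room temperature; Repeats: one replicate per compound; Read-out basis: percent inhibition; Measured by: fluorescence polarization of the labelled Tn7 tracer.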
# UHRF1 MBD2 ctr: human UHRF1 methylated DNA binding inhibitors. inhibition, % at 4.4 µM. UHRF1 binding to methylated oligo, TR-FRET. Q96T88. hit rate 0.75% among 370,000. AID 687016; in the data active = inhibition above about 21%;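 note: UHRF1 SRA domain binding a hemimethylated CpG hairpin DNA probe; 0% = median of test compound wells and 100% = reference inhibitor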
# proKLK7 act: activates the human kallikrein-7 zymogen; P49862; activation, % at 7 µM; AID 652039; purified proKLK7, EDANS-DABCYL substrate fluorescence; 100% is mature enzyme control, 0% vehicle; hit rate 0.9% among 370,000;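 active = activation above the mean of all tested compounds plus 3 SD, computed per campaign excluding outliers beyond control limits, cut at about 13% in these data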
# ASAP1 GAP inh: inhibitors of human ASAP1 ArfGAP activity; Q9ULH1; inhibition, % at 16.5 µM; ASAP1-stimulated ARF1 GTP hydrolysis, GDP FP detection; hit rate 0.19% among 360,000; in the data active = inhibition above about 25%;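 note: 0% = vehicle with enzyme and substrate and 100% = no enzyme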
# Tn6 DDE FP: DD(E)-Tn6 binding inhibition, primary FP screen; Fibrin DD(E) TRITC-Tn6 fluorescence polarization displacement; inhibition, % at 8.3 µM; hit rate 0.21% among 370,000;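 active = inhibition above a per-campaign cutoff: mean of compounds within control limits plus 3 SD, cut at about 15% in these data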;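 note: 0% = median of all compound wells on the plate and 100% = blocking peptide control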
# sPLA2-III inh: Blocks human group III sPLA2 activity; Q9NZ20; QFRET BODIPY PC-A2 liposome hydrolysis, fluorescence; inhibition, % at 12.2 µM; hit rate 0.56% among 370,000; AID 743126;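 active = inhibition above mean plus 3 SD of compounds lying within the high and low control bounds, cut at about 19% in these data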;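 note: 0% = median of test compound wells and 100% = no enzyme DMSO wells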
# * marks the source's active call; other numbers are inactive results; i = inactive.
SMILES,PLCg1 inh,PLCb3 inh,NR1D1 modulator,ARFGAP1 inh,Tn7 DDE FP,UHRF1 MBD2 ctr,proKLK7 act,ASAP1 GAP inh,Tn6 DDE FP,sPLA2-III inh
CC(=O)C1C(=O)c2c(cccc2[N+](=O)[O-])C1=Nc1ccc(S(N)(=O)=O)cc1 (centres undefined),-2,-3,2,-3,-1,-8,-0.2,-5,-6,-5
COc1ccc(Cc2nc3ccccc3n2CC(=O)N/N=C/c2ccc(C)cc2O)cc1OC,-32,-30,34*,17,2,0,-7.8,-7,6,-17
Cc1ccc(S(=O)(=O)NCc2ccc(C(=O)NC3CCCCC3)cc2)cc1,3,-1,-12,4,1,1,1.1,-2,3,-4
CC(C)[C@H](NC(=O)C1CCCC1)c1nc2ccccc2[nH]1,1,-10,-8,-1,3,4,-0.1,8,-10,2
CC(=O)Nc1cc2c(nc1C)nc(C)n2Cc1ccc(Br)cc1,-2,2,-4,-2,8,9,0.6,1,0,1
CCC1(CC)C(=O)N(C)C(=O)NC1=Nc1ccc(OC)cc1,2,1,6,8,-5,1,0.4,9,-7,2
CN1C(=O)[C@H]2[C@@H](c3ccc(C(F)(F)F)cc3)N[C@]3(CCCN(Cc4ccc(Br)cc4)C3=O)[C@H]2C1=O,2,4,2,2,-1,-4,-0.2,-1,-3,-1
CCCCC(=O)N(CCOC)c1nnc(-c2ccccc2C)s1,3,1,-2,-7,-1,-1,0.6,-1,-2,0
Cc1cccc(CSc2ccc(-c3ccco3)nn2)c1,-4,-6,9,-2,-3,-2,-0.3,-2,-8,-4
Cn1cc(C=O)c(-c2ccc3c(c2)OCCCO3)n1,-1,-5,-1,-10,0,4,0.0,-2,3,8
COc1cccc(C(=O)NCC(=O)NNc2ncnc(N)c2[N+](=O)[O-])c1,3,-1,-2,6,4,0,0.2,-2,4,-6
CCOC(=O)C1CCN(C(=O)C2CC(=O)N(c3ccc4c(c3)OCCO4)C2)CC1 (centres undefined),4,-5,-1,-3,5,-3,0.0,-6,0,8
COc1ccc(CN2C(=O)c3cccnc3C2=O)cc1S(=O)(=O)NCc1ccccc1,3,0,-1,8,-1,-3,-0.1,-5,1,1
Cc1ccc(NC(=O)CN(C)C(=O)COc2c(Cl)cc(Cl)c3ccc(C)nc23)cc1,1,4,1,-7,1,-1,0.3,7,4,-3
CC(C)(C)c1ccc(C(=O)N2CCN(C(=O)c3ccco3)CC2)cc1,3,-6,14,0,-3,3,0.1,6,4,2
CCOC(=O)Cc1csc(NC(=O)CSc2nnc(-c3ccc(NS(=O)(=O)CC)cc3)o2)n1,-2,-15,-3,-1,6,-3,0.7,17,-3,-19
CCOCCCn1c(=S)[nH]c2cc(C(=O)NCCOC)ccc2c1=O,-3,2,-1,-1,8,-1,0.5,-6,-2,9
Cc1ccc2nc(NCC(N)=O)nc(-c3ccccc3)c2c1,i,i,-6,2,-3,2,30*,13,-2,8
Cc1ccccc1CSCCNC(=O)CSCc1ccc([N+](=O)[O-])cc1,2,2,0,10,-1,0,0.3,-9,9,-10
CC(C)(C)c1ccc(S(=O)(=O)Nc2ccc(C(O)(C(F)(F)F)C(F)(F)F)cc2)cc1,13*,6,2,9,-3,2,-0.2,4,-4,-110
O=C(COc1ccccc1Cl)Nc1cnn(Cc2ccccc2)c1,5,4,-4,2,-7,4,-0.1,4,8,-1
COc1ccccc1OCC(=O)Nc1ccc(C(=O)Nc2ccccc2C(=O)O)cc1,-8,-16,5,-10,2,2,-0.4,3,-2,-21
Cc1c(Cl)cccc1NC(=S)/C(=C(\[O-])c1ccc(Cl)s1)[n+]1ccccc1,-7,-2,5,9,2,-4,0.2,8,-2,1
CCOC(=O)c1ccc2c(c1)N(CC(=O)N1CCCCC1)C(=O)C(C)(C)O2,3,2,1,-16,3,-1,-0.2,-5,1,4
c1cc(CNC2C3CC4CC(C3)CC2C4)ccn1 (centres undefined),1,-6,1,5,-1,14,0.4,-2,5,-1
# New compounds follow
SMILES,PLCg1 inh,PLCb3 inh,NR1D1 modulator,ARFGAP1 inh,Tn7 DDE FP,UHRF1 MBD2 ctr,proKLK7 act,ASAP1 GAP inh,Tn6 DDE FP,sPLA2-III inh
CSc1ncccc1C(=O)OCC(=O)NC12CC3CC(CC(C3)C1)C2,3,-1,2,2,-2,3,1.0,-2,-3,-4
COc1ccc(F)c(CN2CCCC(CO)(Cc3cccc(Cl)c3)C2)c1 (centres undefined),7,-11,2,-18,-2,6,0.3,17,-5,-3
Cc1nonc1CC(=O)N1CCc2c([nH]c3ccccc23)C1c1ccccc1F (centres undefined),-1,-4,-5,-3,-2,1,1.3,-26,4,-30
CC(C)(C)OC(=O)N[C@@H](C(=O)OC(C)(C)C)c1ccc2ccccc2c1,-2,-1,5,2,5,0,-0.4,1,1,2
CC(C)(C)NS(=O)(=O)c1cc2c3c(c1)CCN3C(=O)CC2,3,-7,2,-8,-4,0,-0.8,-5,-6,2
O=C(Nc1ccc(Sc2ccc(Br)cc2)cc1)c1ccco1,5,-2,4,-6,-4,-2,-0.1,1,-2,7
COC(=O)c1ccccc1NC(=O)CSc1nnc(-c2cccnc2)n1C,2,2,-1,-5,-6,4,0.3,-10,-4,9
O=C(CCCn1c(=S)[nH]c2cc3c(cc2c1=O)OCO3)NCc1ccco1,-1,-6,-1,-3,1,2,0.2,8,-2,4
Oc1ccc(-c2csc(Nc3ncccn3)n2)c(O)c1,6,1,2,4,-14,-1,1.1,10,5,2
CC1COCC(C)N1C1=C(Cl)C(=O)c2ccccc2C1=O (centres undefined),-15,-18,4,21,-1,-10,0.9,17,3,-3
CC(=O)Nc1ccc(NC(=O)Nc2ccccc2)cc1,1,-6,-1,5,-2,2,0.4,10,-7,9
O=C(C(=O)N1CCc2ccccc2C1)N1CCc2ccccc2C1,-3,0,-3,7,0,0,-0.4,-5,4,6
O=C(COc1ccc(Cl)cc1Cl)Nc1ccc(-c2ccc(N3CCOCC3)nn2)cc1,0,-9,-21,22,-1,-3,-0.7,16,12,-14
CCCOc1cccc(C(=O)Nc2ccccc2C(=O)N2CCN(C)CC2)c1,0,-4,2,-4,4,1,-0.7,5,12,3
Cc1ccc(S(=O)(=O)N2CCOCC2)cc1C(=O)OC(C)C(=O)c1ccccc1 (centres undefined),1,-2,-3,5,8,-2,0.1,-15,-2,-14
COc1ccc(CCNC(=O)CCSCc2ccccc2F)cc1OC,8,-4,7,-3,2,3,0.3,2,-2,5
COc1cc(C(C)=O)ccc1OCc1cn(CC(=O)c2ccc(O)cc2)nn1,-1,1,0,9,-5,21*,0.5,-11,2,-18
CC[C@@H](C)[C@H](CNC)NC[C@@H](Cc1cccc2ccccc12)NCCc1cccc(C(F)(F)F)c1,2,3,7,1,-10,-1,0.1,8,6,-6
COc1ccc(NC(=O)CCN2CCN(S(=O)(=O)c3ccc(OC)cc3)CC2)cc1,-2,-5,-2,-1,-8,-1,0.1,10,-13,-6
O=C(c1ccc2c3n(nc2c1)-c1ccccc1CO3)N1CCCCC1,-9,-11,-2,-13,7,-3,0.2,2,0,6
COc1cccc(NC(=O)CCC(=O)Nc2ccc3nc(N4CCOCC4)cc(C)c3c2)c1,-144,-224,-2,-14,0,1,-4.2,3,1,-9
O=C(CCn1nnc2ccccc2c1=O)N[C@@H](Cc1c[nH]c2ccccc12)C(=O)O,1,-4,5,3,-1,1,-0.3,-2,-2,-8
Cc1c(-c2ccccc2)[n+](=O)c2c(n1[O-])CCCC2,2,0,4,-3,-2,-3,0.0,13,-3,1
Cc1ccc(SCC(=O)N2CCN(c3ccc(F)cc3)CC2)cc1,-2,-6,4,7,-5,2,0.2,0,2,1
O=C(CSC(=S)N1CCCC1)NCC(=O)Nc1ccc(F)c(F)c1,-1,-6,-2,8,3,3,-0.2,-11,-2,7
# New compounds follow:
SMILES,PLCg1 inh,PLCb3 inh,NR1D1 modulator,ARFGAP1 inh,Tn7 DDE FP,UHRF1 MBD2 ctr,proKLK7 act,ASAP1 GAP inh,Tn6 DDE FP,sPLA2-III inh
Cc1ccc(-n2c(C)cc(C(=O)OCC(=O)N(C)C3CCS(=O)(=O)C3)c2C)cc1 (centres undefined),-1,-3,9,-3,0,0,-0.5,-20,-2,-9
CC(C)(C)OC(=O)N(CCc1ccccc1)Cc1ccccc1OCc1cccc(NC(=O)C2CC2)c1,0,4,2,13,5,0,-0.7,7,6,-15
CC1CN(C(=O)c2ccccc2Sc2ccccc2C#N)CC(C)O1 (centres undefined),-2,0,2,-1,1,-2,-0.7,11,2,2
COCCN1Cc2cccc(C(=O)NCCCN3CCCC3=O)c2C1=O,2,-3,-6,12,-2,1,0.6,10,-8,-3
COc1cc(C(C)=O)ccc1OCC(=O)Nc1cc(S(=O)(=O)N2CCOCC2)ccc1N1CCCC1,0,-6,-2,-10,0,-1,0.3,-14,-9,-4
COc1ccc(C(CNC(=O)c2cccc(Br)c2)N2CCCC2)cc1 (centres undefined),3,0,4,1,-2,8,-0.1,-2,2,3
COc1ccc(C(C(=O)NC(C)(C)C)N(Cc2ccc(C)cc2)C(=O)CCC(=O)Nc2cc(C)on2)cc1 (centres undefined),1,2,4,-1,4,-6,0.0,-6,-2,-9
CC(=O)c1sc2nsc(SCCN3CCCCC3)c2c1N,-16,-24,3,3,5,-3,-1.0,4,-4,5
Cc1ccc(C)c(NC(=O)NNC(=O)c2cc3occc3[nH]2)c1,-15,-32,2,9,-10,-6,0.6,-3,0,6
CC(C)N(Cc1nc(-c2ccccc2)no1)S(=O)(=O)c1ccccc1,3,-1,2,3,0,2,0.2,8,2,3
COCCN1C(=O)N(c2ccc(Cl)cc2)C(=O)C1CC(=O)Nc1cc(OC)cc(OC)c1 (centres undefined),2,2,2,4,0,0,0.2,1,-4,-3
COc1cc(NC(=O)c2cc(S(=O)(=O)N3CCc4ccccc43)cn2C)cc(OC)c1OC,-1,-9,-2,7,-5,1,1.2,4,-9,-14
Cc1ccc(S(=O)(=O)N2CCC(C)CC2)cc1C(=O)NCc1ccccn1,3,-1,5,-4,-5,-2,-0.4,-5,0,-3
Cn1ncc(N=Cc2ccccc2O)c1C(=O)N1CCOCC1,1,7,0,6,-1,0,0.1,16,2,1

# Arranged by formula weight (low to high): three of the compounds above.
SMILES,PLCg1 inh,PLCb3 inh,NR1D1 modulator,ARFGAP1 inh,Tn7 DDE FP,UHRF1 MBD2 ctr,proKLK7 act,ASAP1 GAP inh,Tn6 DDE FP,sPLA2-III inh
CC(C)N(Cc1nc(-c2ccccc2)no1)S(=O)(=O)c1ccccc1,3,-1,2,3,0,2,0.2,8,2,3
COCCN1Cc2cccc(C(=O)NCCCN3CCCC3=O)c2C1=O,2,-3,-6,12,-2,1,0.6,10,-8,-3
CC(C)(C)OC(=O)N(CCc1ccccc1)Cc1ccccc1OCc1cccc(NC(=O)C2CC2)c1,0,4,2,13,5,0,-0.7,7,6,-15

# High-throughput results as filed in PubChem.
